# LMPTP inh = LMPTP phosphatase inhibitors, primary screen, biochemical, fluorescence intensity, uHTS | 360,000 compounds, 0.22% hits | Low molecular weight phosphotyrosine protein phosphatase (Homo sapiens), P24666 | recombinant LMPTP-A, OMFP fluorogenic substrate | inhibition, % at 20 µM;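 active means compounds that cut the enzyme signal by at least half of the control window in the single-dose screen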;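 further: plate controls were DMSO wells with enzyme plus substrate for no effect and substrate without enzyme for full effect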
#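 Assay system: LMPTP-A enzyme. Input: 0.625 nM LMPTP-A final. Probe or stimulus: 400 µM OMFP. Compound dosing: single 20 µM dose. Schedule: 50 min dark incubation at room temperature. Detection: fluorescence intensity of OMFP turnover product. Read-out: percent inhibition versus substrate-only and uninhibited controls. Benchmarks: no-enzyme low control, uninhibited high control.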
# SUMO1-SIM PPI = modulators of SUMO1 protein-protein interactions, primary screen, biochemical, uHTS; Small ubiquitin-related modifier 1 (Homo sapiens), P63165; SUMO1 binding to a labelled peptide, TR-FRET, 1 h; inhibition, % at 20 µM; 360,000 compounds, 0.33% hits; AID 602429, 2012; in the data active means inhibition above about 37%
# Target sequence (P63165 whole entry, looked up): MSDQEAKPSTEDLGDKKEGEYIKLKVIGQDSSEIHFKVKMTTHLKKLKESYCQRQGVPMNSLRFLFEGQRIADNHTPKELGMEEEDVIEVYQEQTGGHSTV
# DNMT1 block = human DNMT1 methyltransferase inhibitors, primary screen, biochemical, molecular beacon, fluorescence, HinP1I cleavage, uHTS; 360,000 compounds, 0.83% hits; inhibition (reported as % activation of signal), % at 10 µM; in the data active means inhibition above about 50%
# TbMetRS inhib = T. brucei MetRS inhibitors, primary screen, biochemical, luminescence | purified T. brucei MetRS, ATP depletion, Kinase-Glo luminescence | inhibition, % at 11.9 µM | 360,000 compounds, 0.4% hits | AID 624268, 2012 | methionyl-tRNA synthetase (Trypanosoma brucei brucei);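 active means inhibition above a per-plate cutoff of the control wells' mean inhibition plus 3 SD, cut at about 5.5% in these data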;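 further: 0% = DMSO wells median and 100% = median of wells with control inhibitor compound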
#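 Dosing: 11.9 µM compound single dose, 0.9% DMSO; Assay system: purified T. brucei MetRS enzyme; Measured by: Kinase-Glo luciferase luminescence reporting remaining unconsumed ATP; Schedule: 15 min plus 2 h at 25 °C.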
# Rpn11 inh = Rpn11 (PSMD14) deubiquitinase inhibitors, primary screen, biochemical, fluorescence polarization, uHTS; 26S proteasome non-ATPase regulatory subunit 14 (Homo sapiens), O00487; human 26S proteasome, Ub4-pepOG fluorescence polarization; 20S core pre-blocked with epoxomicin; calls only at 20 µM; 360,000 compounds, 0.59% hits;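 active means inhibition at 20 µM, scaled to each plate's controls, above about 33%, limit read from the data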
# Target sequence (O00487 whole entry, looked up): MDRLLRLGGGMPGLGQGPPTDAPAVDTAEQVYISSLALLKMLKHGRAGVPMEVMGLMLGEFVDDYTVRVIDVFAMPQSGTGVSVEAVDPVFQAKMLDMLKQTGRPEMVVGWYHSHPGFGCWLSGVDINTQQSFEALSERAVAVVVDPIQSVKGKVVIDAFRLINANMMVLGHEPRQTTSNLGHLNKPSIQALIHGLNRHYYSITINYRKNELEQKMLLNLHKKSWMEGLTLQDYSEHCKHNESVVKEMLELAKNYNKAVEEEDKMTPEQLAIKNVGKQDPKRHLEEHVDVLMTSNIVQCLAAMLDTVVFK
# STEP inh = STEP phosphatase inhibitors, primary screen, biochemical, fluorescence intensity, uHTS | AID 588621, 2011 | 360,000 compounds, 0.25% hits | recombinant STEP, OMFP fluorogenic substrate | inhibition, % at 20 µM;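 active means inhibition at 20 µM, scaled per plate between control wells, above about 37%, limit read from the data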;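 further: 0% = DMSO with enzyme and substrate and 100% = substrate only without enzyme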
# Target sequence (P54829 whole entry, looked up): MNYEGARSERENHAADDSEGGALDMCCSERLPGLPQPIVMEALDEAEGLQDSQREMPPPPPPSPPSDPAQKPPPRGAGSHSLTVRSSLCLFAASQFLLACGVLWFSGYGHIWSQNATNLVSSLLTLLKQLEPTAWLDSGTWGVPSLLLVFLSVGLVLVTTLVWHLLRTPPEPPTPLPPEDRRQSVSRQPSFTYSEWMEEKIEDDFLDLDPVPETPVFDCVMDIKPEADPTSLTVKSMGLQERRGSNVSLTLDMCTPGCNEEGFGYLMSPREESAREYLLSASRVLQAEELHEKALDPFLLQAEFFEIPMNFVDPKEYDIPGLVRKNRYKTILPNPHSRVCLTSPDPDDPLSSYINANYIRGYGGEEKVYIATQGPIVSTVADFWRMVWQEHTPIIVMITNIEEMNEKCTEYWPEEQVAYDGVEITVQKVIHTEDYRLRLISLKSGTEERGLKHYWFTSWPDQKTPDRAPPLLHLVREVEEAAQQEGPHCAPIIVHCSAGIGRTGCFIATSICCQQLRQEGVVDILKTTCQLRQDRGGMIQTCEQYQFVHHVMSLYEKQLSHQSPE
#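 material = STEP tyrosine phosphatase | reagent = fluorogenic phosphatase substrate OMFP at 25 µM final | doses = single compound dose of 20 µM, 1% DMSO final | schedule = 20 min reaction, room temperature, in the dark | measured by = fluorescence, 480/540 nm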
# CSN inh = inhibitors of CSN-mediated cullin deneddylation, primary screen, biochemical, fluorescence polarization, uHTS; Purified CSN, SCF-Nedd8-OG deneddylation; inhibition, % at 12.5 µM; 360,000 compounds, 0.38% hits; AID 651999, 2013;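 active means pattern-corrected inhibition above about 35%, with an unprinted fluorescence ratio check between 0.5 and 1.5, limit read from the data, passing the limit was not always enough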;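 further: 0% = enzyme with substrate and 100% = substrate without enzyme; some results filed as inactive read as strong as hits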
#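 Detection – fluorescence polarization · System – HEK293T-derived human Csn5 enzyme · Controls – substrate-only high control, full reaction low control · Timing – 90 min, room temperature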
# MsrA inhibitor = bovine MsrA enzyme inhibitors, primary screen, biochemical, absorbance, HTS; purified bovine MsrA, absorbance read-out; inhibition, % at 15.5 µM; 360,000 compounds, 0.75% hits; in the data active means inhibition above about 4.5%;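 further: 0% = vehicle wells with enzyme and 100% = reference inhibitor wells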
# Scp1 inh = Scp-1 phosphatase inhibitors, primary screen, biochemical, colorimetric, uHTS. 340,000 compounds, 0.88% hits. inhibition, % at 20 µM. Carboxy-terminal domain RNA polymerase II polypeptide A small phosphatase 1 (Homo …. Recombinant Scp1, phosphopeptide, malachite green phosphate absorbance;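 active means inhibition above about 50% at 20 µM, limit read from the data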;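 further: plate controls were DMSO wells with enzyme for no effect and wells lacking enzyme for full effect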
#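 assay system = SCP-1 phosphatase catalytic domain, residues 76-261 | buffer or medium = 50 mM Tris acetate pH 5.5, 0.005% Tween-20, 10 mM MgCl2 | incubation = enzyme reaction 45 min at room temperature, colour 5 min, stabilisation 30 min | signal = Phosphate-binding colour reagent, absorbance read at 630 nm | measure = % inhibition at 20 µM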
# NadD inh = inhibitors of S. aureus NadD, primary screen, biochemical, colorimetric, uHTS; Nicotinate-nucleotide adenylyltransferase NadD (Staphylococcus aureus N315); purified NadD enzyme, colorimetric absorbance read-out; inhibition, % at 20 µM; 360,000 compounds, 0.78% hits; AID 602399, 2012; in the data active means inhibition above about 26%; further: some compounds past the cut are filed as inactive
# Starred values were filed as active, the others as inactive; i = inactive; nt = not tested or not shown.
LMPTP inh	SUMO1-SIM PPI	DNMT1 block	TbMetRS inhib	Rpn11 inh	STEP inh	CSN inh	MsrA inhibitor	Scp1 inh	NadD inh	molecule
1.6	-2.4	1.4	-1.1	i	-1.1	-3.3	-1.1	-9.5	2.5	COc1ccc(CCN(C(=O)c2cccc(F)c2)C2CC(=O)N(c3ccc(OC)cc3)C2=O)cc1 (centres undefined)
12.2	-11.7	-5.4	-0.8	i	-0.7	0.9	1.1	-2.5	11.6	CCOc1ccc(C2/C(=C(/O)c3ccc4c(c3)CC(C)O4)C(=O)C(=O)N2CCCn2ccnc2)cc1 (centres undefined)
1.7	0.1	6.9	-1.0	i	6.2	-2.5	-0.6	4.6	0.7	CCCC(C)c1nnc(NC(=O)C(=O)OCC)s1 (centres undefined)
-0.8	0.2	-1.5	0.2	i	-2.4	-0.9	-0.6	5.5	5.2	CCN(CC)S(=O)(=O)c1ccc(NCc2ccccc2)nc1
4.8	-2.6	-11.3	-0.4	i	1.1	-1.0	0.4	-8.5	-6.1	O=C(N[C@@H]1CCC(=O)N(CC[C@H](Sc2ccc(Br)cc2)c2ccccc2)CC1)OCc1ccccc1
-0.3	3.0	3.8	-1.3	i	-4.5	3.3	-1.2	6.6	1.9	CCOc1ccc(S(=O)(=O)NC(C)C(=O)NCc2ccccn2)cc1 (centres undefined)
-0.9	-14.1	-0.6	-0.2	i	-2.3	-0.9	1.6	-2.2	-3.0	Cn1c(-c2ccccc2[N+](=O)[O-])[n+](C)c2ccccc21
-0.8	3.6	-0.7	-0.3	i	-2.3	-2.6	0.6	nt	3.5	Cc1ccc(OCc2cc(C(=O)N3CCCC(C)C3)no2)cn1 (centres undefined)
-0.5	-3.2	-0.5	-0.5	i	-1.2	-5.0	0.6	-0.8	1.7	Cc1cccc(N2CCN(C(=O)CCN3C(=S)NC(C)(C)CC3C)CC2)c1C (centres undefined)
-1.9	-135.2	-82.7	-0.3	i	12.0	22.4	nt	7.5	13.9	C#CCOCCOCCOCCNc1nc(N2CCN(C(=O)CCCCCCCCCCNC(=O)Cn3cc(CCCCCN)nn3)CC2)nc(N2CCN(C(=O)CCCCCCCCCCNC(=O)[C@H](CO)n3cc(CCCCCN)nn3)CC2)n1
-2.5	12.4	1.1	-0.6	i	-0.1	-1.4	2.1	2.0	11.2	Cn1c(SCc2ccc(C(=O)Nc3nccs3)cc2)nnc1-c1ccccc1
-0.6	-1.5	-0.1	0.0	i	1.7	5.1	2.8	nt	2.8	CCOC(=O)C1(C)CCCN1C(=O)c1ccc(OC)c(OC)c1 (centres undefined)
-1.4	-1.1	4.3	-0.3	i	-2.4	1.0	2.2	-2.8	-3.2	CC1Cc2nc(SCC(N)=O)n(Cc3ccccc3)c(=O)c2S1 (centres undefined)
-0.5	0.3	2.0	-0.8	i	-0.6	-4.5	-0.9	-6.0	-3.0	CCCCc1n[nH]c(=S)n1Cc1ccccc1
-1.6	2.6	5.4	-0.3	i	-2.7	-5.3	1.6	5.3	-5.4	Cc1ccc(S(=O)(=O)N2CCCCC2)cc1C(=O)NCc1ccc(S(N)(=O)=O)cc1
2.2	0.0	4.2	-1.7	i	2.9	-16.2	-1.3	6.6	3.4	Cc1ccccc1-c1nc(CN(Cc2c(C)nn(C)c2C)C2CC2)c(C)o1
3.2	-0.2	-3.0	-1.1	i	1.9	7.2	-0.2	0.2	8.6	CCOC(=O)c1cnc(-n2nc(C)cc2C)nc1Nc1ccc(OC)cc1
-0.5	0.4	0.4	-0.9	i	-3.1	4.3	0.7	-8.6	5.1	CC(=O)OCCn1c(Br)nc2c1c(=O)[nH]c(=O)n2C
-0.6	-14.3	-1.1	1.1	i	2.3	-1.2	0.8	-10.0	-4.6	CC(=O)NC(c1cccc([N+](=O)[O-])c1)c1c(OC(C)=O)ccc2ccccc12 (centres undefined)
-0.1	1.4	4.5	-0.2	i	-0.3	-6.7	-0.9	-1.4	1.6	O=S1(=O)CCN(Cc2ccccc2C(F)(F)F)CC1
-1.2	-4.7	-2.8	-1.3	i	-2.2	2.0	0.8	-7.0	3.9	COc1ccc(O)c(/C=N/NC(=O)CSc2nnc(C)n2-c2ccccc2)c1
-0.8	-8.1	-0.3	-0.2	i	1.9	-2.9	1.1	-7.6	0.5	COc1ccc(Br)cc1/C=N/NC(=O)C(c1ccncc1)N1CCOCC1 (centres undefined)
2.0	3.6	-3.4	0.3	i	0.4	-1.2	0.6	-16.1	-2.7	Clc1ccccc1OCc1nc(-c2ccc(Br)o2)no1
-0.6	-40.4	3.1	0.0	i	-1.6	10.3	1.4	-7.4	-4.5	O=C1CCCN1CCCN=c1c([N+](=O)[O-])nn(-c2ccc(Cl)cc2)n1O
0.1	2.5	4.1	-0.5	i	0.3	-2.5	1.4	-2.4	6.3	Cc1ccc(C(=O)N2CCN(c3ccc(C(F)(F)F)cn3)CC2)o1
0.7	0.0	1.6	-0.4	i	-0.4	6.0	-0.8	-3.4	1.0	Cc1cc(C(=O)OCC(=O)Nc2c(Cl)cccc2C(F)(F)F)c(C)o1
-0.2	-0.9	0.6	-0.4	i	-2.2	-1.3	-0.4	-6.5	2.3	Cc1ccsc1C(=O)N[C@@H](C)c1nnc2ccccn12
0.5	3.9	-6.5	-0.1	i	6.5	-0.2	2.2	8.3	4.5	COc1cc(NC(=O)c2ccccc2)c(OC)cc1NC(=O)CN1C(=O)NC2(CCCCC2C)C1=O (centres undefined)
3.4	2.6	-0.3	-0.2	i	4.8	-4.9	-0.1	-15.3	-6.7	COC(=O)c1ccc(CSc2nc3ccccc3c(=O)n2Cc2ccco2)o1
-1.0	-3.2	2.0	-0.4	i	1.8	1.1	-0.8	-2.8	-2.5	COc1ccc(C2=NOC(C(=O)Nc3cccnc3Cl)C2)cc1 (centres undefined)
0.9	4.1	nt	-0.6	nt	nt	-0.8	0.4	nt	32.5*	CC(C)C[C@@H](CN1CCC[C@H]1CN1C(=O)C(=O)NC[C@@H]1Cc1ccc(O)cc1)N1C[C@H](Cc2ccc(O)cc2)N(CC2CCCCC2)C(=O)C1=O
-2.6	-0.4	3.7	-0.1	i	0.1	-0.7	0.4	-9.5	-2.8	Cc1cc(OCCOCCNC(C)C)cc(C)c1Cl
-1.0	-2.4	-3.2	0.0	i	3.3	2.5	0.5	-7.0	-1.8	CCN(CC)c1ccc(NC(=O)COC(=O)c2cccs2)cc1
0.4	-1.3	-8.1	0.8	i	4.1	-0.5	-1.5	-5.4	3.2	O=C1N(c2ccccc2)C[C@@H]2C[C@@H](c3cccs3)N3CCC[C@@]123
-0.6	8.0	10.7	-1.2	i	1.9	3.0	-0.1	-2.9	6.5	CCOC(=O)c1cnc(SC2CCc3ccccc3C2=O)nc1N (centres undefined)
-0.1	-10.9	-0.2	-0.2	i	0.5	-2.3	0.2	-0.5	-5.3	O=S(=O)(NCc1ccccc1)c1ccc(F)cc1Br
-0.5	-2.2	-1.8	0.1	i	7.8	-0.9	0.7	-0.6	0.8	COc1ccc(C(C)C)cc1S(=O)(=O)N1CCC(C(=O)NCc2cccnc2)CC1
1.4	-0.1	0.6	-0.9	i	-2.8	7.7	2.2	1.7	-0.8	Cc1ccc(C2C3=C(NCCN=C3c3ccccc3)C(=O)N2c2ccccc2)cc1 (centres undefined)
-1.6	-3.2	-1.9	-0.9	i	-1.0	4.7	-0.7	-7.0	-2.8	O=C(NCc1ccccc1Cl)c1ccc(Cn2cc(C(F)(F)F)ccc2=O)cc1
0.8	6.0	-9.7	-0.5	i	-0.8	1.8	-0.5	-0.2	-1.3	O=C(COC(=O)c1ccc(S(=O)(=O)Nc2ccccc2)cc1)NCc1ccco1
4.9	0.9	-6.8	0.5	i	-0.6	0.1	1.3	-12.6	-1.8	O=C(NCc1ccccc1)c1cccc(COc2ccccc2Cl)c1
0.9	-5.7	-2.8	-0.8	i	1.6	-5.0	nt	-10.3	1.0	O=C(Nc1ccc(Cl)c(S(=O)(=O)N2CCOCC2)c1)c1ccc(OCC2CCCO2)cc1 (centres undefined)
-2.1	2.0	2.6	-0.3	i	1.9	1.4	0.3	-7.0	-15.6	CCn1c(NC(=O)C(C)C)c2ccccc2nc1=O
-0.7	-0.2	-0.1	-0.2	i	-3.1	-0.7	-0.8	-7.5	-1.9	Cc1cccc(C)c1NC(=O)c1ccc2c(c1)CCN2S(C)(=O)=O
2.2	7.8	-4.3	-0.6	i	0.7	-2.2	1.6	0.0	2.8	COc1ccccc1/C=N\Nc1cc(C)nc(-n2nc(C)cc2C)n1
0.6	1.9	12.2	-0.2	i	4.0	-5.1	-0.4	17.8	0.0	CCCCn1c(SCC(=O)Nc2cc(C)on2)nc2cc(S(N)(=O)=O)ccc21
11.9	0.0	45.7	-0.2	i	5.9	1.3	0.4	1.0	-7.6	COc1cc(NC(=O)COc2ccccc2[N+](=O)[O-])ccc1NC(=O)c1ccco1
2.6	5.7	-4.2	-0.2	i	-0.5	1.9	0.8	nt	-0.7	COc1ccc(Cl)cc1-c1cc(C(=O)NCc2cccc(Cl)c2)[nH]n1
-1.0	7.6	1.4	-0.8	i	-2.5	-20.8	2.1	-5.2	-3.2	COc1ccc(/C=N/NC(=O)c2cccc(NC(=O)c3ccccc3)c2)c(C(=O)O)c1OC
2.4	-3.7	30.7	-0.1	i	3.2	2.7	-0.3	-3.5	23.5	Cc1ccc(NC(=O)Cn2c3ccc(F)cc3c3nc4n(c(=O)c32)CCS4)cc1F

# Not a retest: entries from further up.
LMPTP inh	SUMO1-SIM PPI	DNMT1 block	TbMetRS inhib	Rpn11 inh	STEP inh	CSN inh	MsrA inhibitor	Scp1 inh	NadD inh	molecule
1.6	-2.4	1.4	-1.1	i	-1.1	-3.3	-1.1	-9.5	2.5	COc1ccc(CCN(C(=O)c2cccc(F)c2)C2CC(=O)N(c3ccc(OC)cc3)C2=O)cc1 (centres undefined)
12.2	-11.7	-5.4	-0.8	i	-0.7	0.9	1.1	-2.5	11.6	CCOc1ccc(C2/C(=C(/O)c3ccc4c(c3)CC(C)O4)C(=O)C(=O)N2CCCn2ccnc2)cc1 (centres undefined)

# Not a hit list; 3.9% or so of the library scored in one or more.
